# L3MBTL1 block: inhibitors of human L3MBTL1; AlphaScreen L3MBTL1–H3K9me1 peptide binding; Q9Y468; 230,000 compounds, 0.66% hits; Potency, µM (series often up to 57.1 µM), for inactives: at the highest dose activity, negative = inhibition, most hits filed as inhibitors; active = well fitted inhibition curve with a large enough effect; inconclusive = small, poorly fitted or top-dose-only effect; inactive = no such curve, though single readings can be large or run the other way; note: nearly all actives have a fitted effect of over 60% in size
# Target sequence (Q9Y468 whole entry, looked up): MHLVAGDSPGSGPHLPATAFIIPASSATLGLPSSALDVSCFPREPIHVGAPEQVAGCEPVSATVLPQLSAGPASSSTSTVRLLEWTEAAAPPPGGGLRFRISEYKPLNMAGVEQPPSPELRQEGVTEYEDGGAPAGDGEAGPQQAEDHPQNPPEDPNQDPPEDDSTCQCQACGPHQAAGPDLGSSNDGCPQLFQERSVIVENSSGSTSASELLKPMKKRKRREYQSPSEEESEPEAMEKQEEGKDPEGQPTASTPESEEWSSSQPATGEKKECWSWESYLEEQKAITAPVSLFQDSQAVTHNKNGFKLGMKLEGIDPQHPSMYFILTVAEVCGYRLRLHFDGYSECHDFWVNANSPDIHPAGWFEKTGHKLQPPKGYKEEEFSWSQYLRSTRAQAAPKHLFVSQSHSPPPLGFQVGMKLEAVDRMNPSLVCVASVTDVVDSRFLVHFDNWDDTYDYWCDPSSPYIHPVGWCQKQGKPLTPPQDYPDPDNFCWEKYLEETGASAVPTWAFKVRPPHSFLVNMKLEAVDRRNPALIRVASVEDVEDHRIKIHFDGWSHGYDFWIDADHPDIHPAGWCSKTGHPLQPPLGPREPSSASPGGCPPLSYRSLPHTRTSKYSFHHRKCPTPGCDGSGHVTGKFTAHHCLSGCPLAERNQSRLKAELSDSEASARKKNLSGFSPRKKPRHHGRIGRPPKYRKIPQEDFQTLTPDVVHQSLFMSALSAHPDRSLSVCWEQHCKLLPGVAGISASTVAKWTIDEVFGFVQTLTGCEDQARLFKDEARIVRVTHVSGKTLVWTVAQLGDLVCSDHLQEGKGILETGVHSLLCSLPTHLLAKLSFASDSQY
#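 L3MBTL1 (50 nM) pre-complexed 30 min with biotinylated H3(1-15)K9me1 peptide (75 nM), then compounds added for 30 min at room temperature; AlphaScreen streptavidin donor/nickel chelate acceptor beads (10 ug/mL final) read after 30 min dark incubation.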
# Starred values were filed as active, the others as inactive; ? = inconclusive; [ ] = dose if it differs, or a comment. % is set by controls: 0 for no effect and ±100 for the full control effect; potency is the fitted concentration of half-maximal effect. Some of the compounds tested; the hit share may differ from the screen's.
no.	Structure	L3MBTL1 block
1	Cc1ccc(C)c(S(=O)(=O)N2CCN(C(=O)/C=C/c3ccco3)CC2)c1	?
2	CN(CC(=O)Nc1ccccc1Br)C(=O)c1ccccc1OCc1ccc(F)cc1	0.0%
3	COc1ccccc1C(=O)NC(CCSC)C(=O)NC1CC1 (stereo not drawn)	4.2%
4	CC(O)Cn1c(N2CCCC2)nc2c1c(=O)n(C)c(=O)n2C (stereo not drawn)	-5.3%
5	CCN(CC)C(=O)OCCc1cc2ccccc2c(=O)o1	-2.8%
6	O=C(NCCO)N1c2ccccc2Sc2ccccc21	3.4%
7	COc1ccc(CNc2cc(C)cc(C)c2)cc1OC	-14.6%
8	CC1Oc2ccccc2N(CC(=O)N2CCCC2)C1=O (stereo not drawn)	-4.3%
9	Cc1ccc(OCC(=O)N2CCC(Cc3ccccc3)CC2)c([N+](=O)[O-])n1	-9.2%
10	COc1ccc(S(=O)(=O)N2CCCCC2)cc1NC(=O)CCNC(=O)c1ccc(Br)cc1	3.8%
11	COc1ccccc1C(=O)NCC(=O)OCC(=O)c1ccc(Cl)s1	-4.6%
12	COc1ccc(C(=O)N(CCc2ccccc2)Cc2ccccc2)cc1S(=O)(=O)N1CCOCC1	3.0%
13	COc1ccc(S(=O)(=O)Oc2ccc(C(=S)N3CCOCC3)cc2OC)cc1	-0.6%
14	CCC1=NN(C(=O)c2ccc(Cl)cc2)C(O)(c2ccccc2)C1 (stereo not drawn)	?
15	Cc1cccc2sc(N(CCN3CCOCC3)C(=O)CCS(=O)(=O)c3ccccc3)nc12	-6.9%
16	CCCC[C@H]1COCCS(=O)(=O)N1Cc1ccc(F)cc1	7.5%
17	Cc1ccc(S(=O)(=O)N2CCC(C(=O)Nc3ccc(S(=O)(=O)N4CCCC4)cc3)CC2)cc1C	-0.2%
18	COc1cc(NC(=O)c2ccc(Br)cc2)c(OC)cc1NC(=O)c1ccccc1	5.7%
19	CCOc1cc(C(=O)Nc2cccnc2)cc(OCC)c1OCC	1.4%
20	CCC(C)c1ccccc1NC(=O)C(C)OC(=O)c1ccco1 (stereo not drawn)	7.2%
21	CCC[C@@H](CN1CCC[C@H]1CN1C(N)=NC[C@H]1CC(C)C)N1C[C@@H](Cc2ccccc2)N(CCc2ccc(Cl)c(Cl)c2)C1=N	-5.1%
22	COc1ccccc1NC(=O)CNC(=O)c1ccc(Br)o1	-3.4%
23	COCCNC(=O)c1cccc(OC2CCN(Cc3ccc(C(C)C)cc3)CC2)c1	9.1%[2.29 µM]
24	CCCCn1c(N)c(N(C)C(=O)c2ccc(Br)o2)c(=O)[nH]c1=O	11.5%
25	CC(=O)Nc1sc(C)c(C)c1C(=O)OCC(=O)N(Cc1ccccc1)C(C)C	2.5%

# Looked up one by one from the entries so far:
no.	Structure	L3MBTL1 block
4	CC(O)Cn1c(N2CCCC2)nc2c1c(=O)n(C)c(=O)n2C (stereo not drawn)	-5.3%
20	CCC(C)c1ccccc1NC(=O)C(C)OC(=O)c1ccco1 (stereo not drawn)	7.2%
21	CCC[C@@H](CN1CCC[C@H]1CN1C(N)=NC[C@H]1CC(C)C)N1C[C@@H](Cc2ccccc2)N(CCc2ccc(Cl)c(Cl)c2)C1=N	-5.1%
2	CN(CC(=O)Nc1ccccc1Br)C(=O)c1ccccc1OCc1ccc(F)cc1	0.0%

# Next section:
no.	Structure	L3MBTL1 block
26	Cc1ccc(CC(=O)CCc2ccccc2)cc1	52.7%[activator]
27	CN(C)c1ccc(C(CNS(=O)(=O)c2ccc([N+](=O)[O-])cc2)N2CCCC2)cc1 (stereo not drawn)	-16.6%
28	O=C(OCc1csc(-c2ccccc2)n1)C1=NN(c2ccccc2)C(=O)CC1	6.5%
29	O=C(CCNS(=O)(=O)c1ccccc1)OCC(=O)c1ccc(Cl)cc1	0.4%
30	COc1ccc(CC(=O)Oc2ccc(F)c(F)c2)cc1S(=O)(=O)N1CCOCC1	-3.4%
31	CN(CC(=O)Nc1ccccc1Br)C(=O)COc1ccc2ccccc2c1	1.6%
32	COc1ccc(OC)c2sc(N(CCCN(C)C)C(=O)CCS(=O)(=O)c3ccccc3)nc12	-10.9%
33	CC(OC(=O)/C=C/c1ccccc1)C(=O)N1CCc2ccccc21 (stereo not drawn)	1.7%
34	COc1cc(NC(=O)c2ccc(C)cc2C)ccc1NC(=O)c1cc2ccccc2o1	4.8%
35	Oc1ccccc1C1NN=C(c2ccccc2)S1 (stereo not drawn)	5.9%
36	Cc1cc(C)c(S(=O)(=O)N2CCCC2=O)c(C)c1N(C)S(C)(=O)=O	5.1%
37	COc1ccccc1CNC(=O)c1cccc(S(=O)(=O)N(C)c2ccccc2)c1	5.2%
38	CCC(C)Sc1ccc(-c2nc3ccccn3c2NCc2ccccc2)cc1OC (stereo not drawn)	-15.5%
39	CC(Oc1ccc(C#N)cc1)C(=O)Nc1ccc(-n2cnnn2)cc1 (stereo not drawn)	9.1%
40	N#Cc1ccsc1NC(=O)COC(=O)c1ccc(Br)o1	?
41	COC(CNC(=O)C(=O)Nc1ccc2c(c1)N(S(=O)(=O)c1cccs1)CCC2)OC	-17.1%
42	CCC(C)(O)c1[nH]c2ccc(C#N)cc2c1C (stereo not drawn)	-3.6%
43	O=C(O)C1CCN(C(=O)CSc2nnc3ccccn23)CC1	7.3%
44	O=S(=O)(Nc1ccc(-n2cnnn2)cc1)c1cccs1	2.1%
45	Cc1ccc(NC(=O)COC(=O)c2cc(=O)c3cc(F)ccc3o2)cc1	2.0%
46	CCN(C(=O)CO/N=C/c1ccc(OC)cc1OC)c1c(N)n(Cc2ccccc2)c(=O)[nH]c1=O	-5.2%
47	COc1ccc(C2/C(=C(/O)c3ccc(C)cc3)C(=O)C(=O)N2CCCN2CCOCC2)cc1 (stereo not drawn)	-4.7%[2.29 µM]
48	CCOC(=O)[C@H]1[C@H]2COc3cc(OC)ccc3[C@@H]2N2C(=O)CN(Cc3ccccc3)C(=O)[C@@]12C	-5.7%
49	CCN(CC(=O)Nc1cc(Cl)ccc1C)C(=O)c1ccc(N2CCCC2=O)cc1	7.5%
50	CC(Sc1nnc(COc2ccc(Cl)cc2)n1-c1ccccc1)C(=O)O (stereo not drawn)	2.4%[2.29 µM]

# Screen by screen, from the results shown.
# Entries 36 to 44 in L3MBTL1 block: 5.1%, 5.2%, -15.5%, 9.1%, ?, -17.1%, -3.6%, 7.3%, 2.1%

# More results
no.	Structure	L3MBTL1 block
51	CC(=O)Nc1ccc(S(=O)(=O)NCCC(=O)OCc2nc(N)nc(Nc3ccccc3C)n2)cc1	4.7%
52	NC1=NC(=O)C(Cc2ccc(F)cc2)S1 (stereo not drawn)	-5.7%
53	O=C1CCCC/C=C\C[C@H](CC(=O)N(CCO)Cc2ccccc2)C(=O)N[C@@H](c2ccccc2)CO1	5.7%
54	Cc1cc(C(=O)Nc2cccc(S(=O)(=O)N3CCCC3)c2)c2ccccc2n1	-2.9%
55	COc1cc(NC(=O)CSCc2ccccc2)c(C(=O)O)cc1OC	1.4%
56	O=C(CN1C(=O)C2CCCCC2C1=O)Nc1nc(-c2ccc(F)cc2)cs1 (stereo not drawn)	3.2%
57	COc1ccc(C2(c3ccc(OC)cc3)NC(=O)N(CC(=O)NC3(C#N)CCCCC3)C2=O)cc1	-5.0%
58	Cc1cc(OCC(=O)N(C)Cc2ccccc2)ccc1Br	6.3%
59	COc1cc(S(=O)(=O)n2nc(C)cc2C)ccc1Cl	6.4%
60	Cc1cccn2c(=O)nc(SCC(=O)N3CCOCC3)nc12	0.6%
61	Cc1ccc(C(=O)OCC(=O)Nc2cccc(S(=O)(=O)N3CCCCC3)c2)o1	-12.3%
62	O=C(c1cccc(S(=O)(=O)Nc2ccccc2Cl)c1)N1CCN(c2ccccc2O)CC1	5.0%
63	C[C@@]12CCC3[C@@](CCC4[C@@]3(C)CCC[C@@]4(C)C(=O)O)(CC1=O)C2 (stereo partly drawn)	-2.0%
64	Cc1ccc(S(=O)(=O)N(CC(=O)Nc2ccccc2)C(=O)N2CCN(C)CC2)cc1	4.8%
65	CCNC(=O)N1CCCC(C(=O)c2ccc(-c3ccccc3)cc2)C1 (stereo not drawn)	-6.0%
66	O=C(NNC(=O)c1ccc(-n2cncn2)c([N+](=O)[O-])c1)c1cccc(Cl)c1	3.6%
67	Cc1sc2ncnc(SCC(=O)NCC3CCCO3)c2c1C (stereo not drawn)	1.0%
68	CCN(CC)C(=O)C1CCCN(c2ncnc3c2cnn3-c2ccc(Cl)cc2)C1 (stereo not drawn)	3.9%
69	O=C(CCC(=O)N1CCCCCC1)NCc1ccc(F)cc1	-2.9%
70	COc1ccc(S(=O)(=O)Nc2ccc3c(c2)C(=O)N([C@H](C)CO)C[C@H](C)[C@@H](CN(C)C(=O)Nc2ccc4c(c2)OCO4)O3)cc1	4.5%
71	Cc1ccc(NC(=O)C(c2ccccc2)N2CCN(CC(=O)N3CCOCC3)CC2)cc1 (stereo not drawn)	5.2%
72	COc1cccc(NC(=O)c2cccc(C(=O)Nc3cccc(OC)c3)c2)c1	5.9%
73	Cc1ncc([N+](=O)[O-])n1S(=O)(=O)c1cc(Cl)ccc1Cl	5.8%
74	COc1ccc(CCN(C)C2CCCN(S(C)(=O)=O)C2)cc1OC (stereo not drawn)	6.1%
75	CNC[C@H]1Oc2c(NS(=O)(=O)c3ccc(OC)cc3)cccc2C(=O)N([C@H](C)CO)C[C@@H]1C	3.1%
76	CSc1ccc(S(=O)(=O)NCC(=O)OCC(=O)NCC2CCCO2)cc1[N+](=O)[O-] (stereo not drawn)	-1.6%
77	O=C(Nc1ccc(Cl)c(S(=O)(=O)N2CCCC2)c1)c1nn(CCO)c(=O)c2ccccc12	-2.1%
78	O=C(CN1C(=O)NC2(CCCCCCC2)C1=O)NCc1ccccc1Cl	-2.5%
79	Cc1cc2c(cc1S(=O)(=O)N1CCN(c3cccc(C)c3C)CC1)OCCN2C	?
80	COC(=O)C1=C(C)NC(C)=C(C(=O)OC)C1C(=O)OCC(=O)N1CCCCC1C (stereo not drawn)	-1.8%
81	CC12CCC(=O)N1C(C(=O)NCc1ccccc1Cl)CS2 (stereo not drawn)	3.6%
82	Cc1ccc(S(=O)(=O)N2CCN(c3ccc(N4CCOCC4)nn3)CC2)cc1[N+](=O)[O-]	-3.7%
83	O=C(NCc1cccnc1)c1cccc(S(=O)(=O)Nc2cccc(Cl)c2)c1	1.7%
84	O=C(O)c1cccc2sc3cc(Cl)ccc3c(=O)c12	4.9%
85	CC1CC(C)(C)CC2(C1)NC(=O)N(CC(=O)N(C)Cc1nc3ccccc3c(=O)[nH]1)C2=O (stereo not drawn)	-3.2%
86	NC(=O)c1ccc(NC(=O)COC(=O)c2ccc(Cl)nc2)cc1	10.2%
87	CCC(c1nnc(SCC(=O)Nc2cc(C)on2)o1)N(C)C (stereo not drawn)	-12.0%
88	CC(=O)Nc1ccc(S(=O)(=O)Nc2ccccc2N2CCOCC2)cc1	-6.0%
89	COc1cccc(NC(=O)C2CC(=O)N(Cc3ccco3)C2)c1 (stereo not drawn)	-7.5%
90	Cc1ccc(CNC(=O)c2nnc(CS(=O)(=O)c3ccccc3)o2)cc1	-4.5%
91	O=C(COC(=O)CNC(=O)c1ccc(Cl)c([N+](=O)[O-])c1)NNC(=O)c1cccs1	0.7%
92	O=C(COC(=O)c1nc(Cl)ccc1Cl)NCc1cccs1	-1.4%
93	CCCCn1c(N)c(N(CCOC)C(=O)COC(=O)COc2ccc(CC)cc2)c(=O)[nH]c1=O	2.2%
94	c1ccc(C[C@H]2CNCCN2CCCCC2CCCCC2)cc1	-3.4%
95	CCCCN(C(=O)c1cccc(-n2cccc2)c1)c1c(N)n(Cc2ccccc2)c(=O)[nH]c1=O	20µM*
96	O=C(OCCCc1cc2ccccc2c(=O)o1)c1ccc2c(c1)OCO2	21.4%
97	CCCc1cc(=O)[nH]c(SCC(=O)N2CCCC2=O)n1	4.4%
98	Cc1ccccc1C(=O)N1CCC(C(=O)Nc2cc(C(F)(F)F)ccc2N2CCCC2)CC1	-3.8%
99	CCOC(=O)c1nn2c(C(F)(F)F)cc(-c3ccc(OC)cc3)nc2c1Br	9.7%
100	Cc1ccc(CONC(=O)c2ccc(Cl)cc2)cc1	1.8%

# (cont.)
no.	Structure	L3MBTL1 block
101	Cc1cc(NC(=O)CSC2=NS(=O)(=O)c3cc(F)ccc3N2)no1	10.2%
102	CN(C(=O)COC(=O)c1cccc(S(=O)(=O)N2CCCCCC2)c1)C1CCS(=O)(=O)C1 (stereo not drawn)	14.8%
103	COc1ccccc1OCCn1cc(C=O)c2ccccc21	4.5%
104	Cc1ccc(C(=O)N/N=C/c2cc(Br)ccc2O)cn1	-3.3%[2.29 µM]
105	O=C(COC(=O)c1ccc(Br)o1)NC12CC3CC(CC(C3)C1)C2	5.2%
106	Cc1ccnc(NC(=O)c2ccc(S(=O)(=O)N3CCC(C)CC3)cc2)c1	1.3%
107	CC(C)CC(=O)c1c(O)c(C=O)c(O)c2c1O[C@@]1(C)[C@@H](C2)C[C@H]2C[C@@H]1C2(C)C	6.4%
108	Cc1cc(NC(=O)CS(=O)(=O)c2ccc(F)cc2)no1	-11.0%
109	CCN(CC)CCNS(=O)(=O)c1ccc2c3c(cccc13)C(=O)N2	1.1%
110	O=S1(=O)CCOCCCN1Cc1cccc(F)c1	3.6%
111	O=C1[C@H]2[C@@H](/C=C/c3ccccc3)N3C(=O)CN(CC4CC4)C(=O)[C@@]3(Cc3ccccc3)[C@H]2C(=O)N1c1ccccc1	6.8%
112	COC(=O)CCC(=O)N(C)CC1CCCN(CCc2cccc(C(F)(F)F)c2)C1 (stereo not drawn)	-2.8%[2.29 µM]

# Individual results from the results shown:
# In L3MBTL1 block, `Cc1ccc(C(=O)N/N=C/c2cc(Br)ccc2O)cn1` is entered as -3.3%[2.29 µM]
# In L3MBTL1 block, `COc1ccccc1OCCn1cc(C=O)c2ccccc21` is entered as 4.5%
# In L3MBTL1 block, `Cc1cc(NC(=O)CS(=O)(=O)c2ccc(F)cc2)no1` is entered as -11.0%

# Screens: PubChem, National Center for Advancing Translational Sciences (NCATS)
